RmlCD inh 1536: M. tuberculosis RmlC/RmlD coupled enzyme inhibitors, primary screen, biochemical, compound mixtures, 384-well, from 1536-well plates. hit rate 0.03% among 160,000. inhibition, % at 3.6 µM. dTDP-4-dehydrorhamnose reductase (Mycobacterium tuberculosis (strain ATCC 25618 / H37Rv)) …. RmlC+RmlD coupled enzyme assay, percent inhibition; primary screen in compound mixtures; in the data active = inhibition mostly above about 34%, no sharp cut-off; inconclusive = no clear call, values can overlap the other calls; inactive = mostly below about 22%; also: some results filed as inactive read as strong as hits
Target sequence (P9WH09 whole entry, looked up): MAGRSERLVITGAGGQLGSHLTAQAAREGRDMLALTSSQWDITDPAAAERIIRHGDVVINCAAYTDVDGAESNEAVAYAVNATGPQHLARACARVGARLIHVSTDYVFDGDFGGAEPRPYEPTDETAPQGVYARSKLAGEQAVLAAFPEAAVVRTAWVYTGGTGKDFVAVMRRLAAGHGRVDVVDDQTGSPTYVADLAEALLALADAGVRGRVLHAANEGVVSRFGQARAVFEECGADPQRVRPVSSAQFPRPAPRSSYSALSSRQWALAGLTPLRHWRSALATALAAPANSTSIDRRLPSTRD
Target sequence (P9WH11 whole entry, looked up): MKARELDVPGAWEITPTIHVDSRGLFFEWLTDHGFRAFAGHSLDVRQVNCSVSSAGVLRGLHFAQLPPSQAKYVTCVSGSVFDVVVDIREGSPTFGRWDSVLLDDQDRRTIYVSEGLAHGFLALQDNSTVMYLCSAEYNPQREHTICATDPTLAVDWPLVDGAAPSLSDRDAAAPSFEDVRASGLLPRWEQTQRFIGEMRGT
GlmU inhibition: inhibition of mycobacterial GlmU enzyme – biochemical, glucosamine-1-phosphate acetyltransferase (AID 1376) | Bifunctional protein GlmU (Mycobacterium tuberculosis (strain ATCC 25618 / H37Rv)) | M. tuberculosis GlmU acetyltransferase enzyme assay; higher % means a stronger effect | inhibition, %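 (tested at 30 µM in the primary screen)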, or IC50 in µM where a hit was titrated | hit rate 0.25% among 220,000; in the data active = inhibition above about 13%; inconclusive = no clear call, values can overlap the other calls;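 also: 0% = complete reaction with vehicle and 100% = reaction without substrate; strong numbers were not always called active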
* marks the source's active call; other numbers are inactive results; ? = inconclusive; / = not tested or not shown. These rows are one share of the data; rates above refer to the full screens.

SMILES	RmlCD inh 1536	GlmU inhibition
Cc1ccc(Nc2nc(Cl)nc(N(C)C#N)n2)cc1	-0.6	-2.0%
NS(=O)(=O)c1ccc(NN=C2CCN(Cc3ccccc3)CC2)c([N+](=O)[O-])c1	/	0.1%
CC(C)(C)c1ccc(C(=O)NCC(=O)OCc2ccc([N+](=O)[O-])cc2)cc1	22.6	-1.5%
Cc1cccn2c(=O)c3cc(C#N)c(=N)n(CCCN4CCOCC4)c3nc12	/	0.3%
O=C(c1cccnc1)N1CCN(Cc2ccccc2Br)CC1	4.5	-4.3%
O=C(CCCSc1nc2ccccc2[nH]1)NCc1ccccc1	-1.1	-2.7%
O=C(O)CSCCc1ccccn1	2.4	-0.1%
COCCn1c(=O)[nH]c(=O)c2c1nc(-c1cc(Br)c3c(c1)OCO3)n2Cc1ccccc1	3.2	8.9%
Cc1nnsc1SCCNC(=O)c1ccc(F)cc1	10.4	-2.5%
Cc1ccc(NC(=O)Nc2ccc(F)cc2)nc1	/	1.6%
CC(=O)Nc1ccc(N=Nc2ccc(O)cc2)cc1	10.9	-3.6%
COC(=O)c1sc2nc(SCc3cccc(Cl)c3)n(N)c(=O)c2c1C	-7.0	1.0%
Cc1ccc(Nc2nc(NCC3CCCO3)nc(N)c2[N+](=O)[O-])cc1 (stereo unspecified)	15.1	-1.2%
Cc1ccccc1-n1c([C@@H]2C[C@H]2c2ccccc2)n[nH]c1=S	?	6.5%
COc1ccc2[nH]c(=O)c(C(c3nnnn3C3CCCC3)N(C)C3CCCCC3)cc2c1 (stereo unspecified)	0.4	-0.8%
Cc1ccc(C(=O)O/N=C(\N)c2nonc2N)cc1	8.0	-3.1%
N#Cc1ncc(Cl)c2ccccc12	-1.1	2.3%
COc1c(Cl)ccc(Cl)c1C(=O)NC(=S)N1CCOCC1	-6.1	-5.4%
CC(=NCCN1CCNCC1)C1=C(O)CC(C)(C)CC1=O	43.9	0.4%
COc1ccc(OC)c(CC(NC(C)=O)C(=O)NC2CCN(c3cc(C)nc4ncnn34)CC2)c1 (stereo unspecified)	-0.1	-0.6%
CO/N=C/c1ccc(Oc2ccc([N+](=O)[O-])cc2[N+](=O)[O-])c(OC)c1	-5.8	-4.4%
CC(c1cccnc1)N(C(=O)Nc1ccccc1)C1CCCCC1 (stereo unspecified)	4.7	1.9%
Cc1cccc(NC(=O)N2CCN(Cc3ccc(Cl)cc3)CC2)c1	4.4	1.0%
CN(C)c1ccc(CN2CC=C(c3ccc(F)cc3)CC2)cc1	-5.2	-1.7%
COc1cc(NC(=O)c2cc3nc(C)cc(C)n3n2)c(OC)cc1Cl	/	5.5%
O=C1C2C3C=CC(C4CC34)C2C(=O)N1Cc1ccco1 (stereo unspecified)	5.1	8.2%
Oc1ccc(Cl)cc1C=Nc1ccc2c3c(cccc13)CC2	-1.1	2.0%
CCOc1ccc(N(C(=O)c2cc3ccccc3oc2=O)C2C=CS(=O)(=O)C2)cc1 (stereo unspecified)	-5.6	1.9%
CCC(C)(C(=O)NC1CCCCC1)N(C(=O)C1CCC(=O)N1)c1ccccc1 (stereo unspecified)	-4.2	-0.8%
COc1cc(Cl)c(C)cc1NC(=O)COc1cc(C)nc(C(C)C)n1	-6.3	3.5%
Cc1ccc(F)c([C@H]2C3C=CCC(c4ccccc4)C3C(=O)N2Cc2ccccc2)c1 (stereo partly specified)	/	1.2%
CCN(CC)CCCC(C)N=C(c1ccccc1)c1c(O)n(C)c(=O)n(C)c1=O (stereo unspecified)	/	-1.4%
O=C(NCCc1ccccc1)c1cnn2c(C(F)F)cc(C3CC3)nc12	20.0	1.2%
Cc1nc2ccccn2c1C(=O)OCC#N	7.6	-2.0%
COc1ccccc1C(=O)/C=C/c1ccc(N2CCCCC2)c([N+](=O)[O-])c1	-22.6	-3.6%
Cc1nc2c(-c3ccc(F)cc3)c(C)nn2c(C)c1CCC(=O)Nc1ccccc1F	-8.3	-0.3%
COc1ccccc1CNC(=O)CSc1ccc(-c2cccs2)nn1	-15.1	3.3%
O=C1C(=O)N(O)C2CCCCC2N1O (stereo unspecified)	14.4	-0.5%
COC(=O)c1cc(Cl)c(NC(=O)C(C)C)cc1OC	26.0	2.9%
CCOC(=O)c1c(C)nc(C)c(C(=O)OCC)c1-c1ccco1	-1.9	4.2%
Cc1ccc(C(C)C)c(OCc2ccc(-c3nnco3)cc2)c1	/	-0.3%
COc1ccccc1NC(=S)N1CC(C)OC(C)C1 (stereo unspecified)	/	-4.6%
CCOC(=O)c1ccc(NC(=O)CSc2nnc(CCc3ccc(C)o3)n2-c2ccccc2)cc1	7.1	1.7%
Cc1ccccc1Nc1nnc(SCC(=O)NC2CCCc3ccccc32)s1 (stereo unspecified)	13.7	-2.2%
O=C(O)c1cc(-c2ccc(/C=C3\NC(=O)N(c4ccccc4)C3=O)o2)ccc1Cl	7.6	13.6%*
O=C(CNCCO)Nc1ccc(F)c(Cl)c1	5.5	2.4%
CCOC(=O)C(C)CC(C)C(=O)N1CCOCCN(C(=O)C(C)CC(C)C(=O)OCC)CCOCC1 (stereo unspecified)	3.1	1.8%
CCOC(=O)c1c(C)[nH]c(C(=O)N2CCCC(C(=O)c3ccccc3OC)C2)c1C (stereo unspecified)	/	2.1%
CN(C)C(=O)C1(c2ccccc2)CCN(S(=O)(=O)c2ccccc2)CC1	8.8	-1.0%
Cc1cccc(N(Cc2ccccc2F)S(C)(=O)=O)c1	/	-2.5%
Later entries.
SMILES	RmlCD inh 1536	GlmU inhibition
O=C(NCCOc1ccccc1Cl)C(=O)c1c[nH]c2ccccc12	-5.4	4.8%
O=S(=O)(NCc1ccccc1)c1ccc(S(=O)(=O)N(Cc2ccccn2)C2CCCC2)cc1	/	3.4%
COc1ccc(CNC(=S)Nc2ccc(OC)cc2)cc1	-4.8	3.7%
CCC(=O)NCCc1nc2cc(NC(=O)c3ccccc3OC)ccc2n1C	9.0	0.3%
COc1ccc(OC)c(C2CC(=O)C3=C(C2)NC(=O)CC3c2ccc(O)c(OC)c2)c1 (stereo unspecified)	/	2.2%
Cn1c(=O)c2c(nc(Oc3ccc4c(c3)OCO4)n2Cc2ccc(F)cc2)n(C)c1=O	1.0	-1.6%
Cc1ccc(SC[C@H](Cc2ccccc2)N2CCN(CC(C)C)CCC2=O)cc1	-10.2	?
COc1ccc(Cl)cc1-c1n[nH]c(=S)n1C	-3.6	2.1%
CCOC(=O)c1cc2c(=O)n3cccc(C)c3nc2n(Cc2ccco2)c1=NC(=O)c1ccccc1	/	2.5%
CCCCNC(=O)NS(=O)(=O)c1ccc(C(=O)OC)o1	9.5	0.6%
CN(C)S(=O)(=O)Nc1ccc2c(c1)Cc1ccccc1-2	/	1.2%
Cc1cccc(OCc2n[nH]c(=S)n2Cc2ccccc2)c1	9.4	-0.3%
Cc1cc(C)n2cc(CSc3ccc(Br)cc3)nc2n1	5.2	-4.3%
COC(=O)C(CC(C)C)NC(=O)c1ccc(F)cc1 (stereo unspecified)	-5.2	-0.6%
CCCCC1NC(C(=O)O)CS1 (stereo unspecified)	15.2	1.2%
COc1nc(/C=C/N(C)C)c([N+](=O)[O-])c(OC)n1	0.0	-1.1%
CC1CN(C(=O)Nc2ccc3c(c2)OCO3)CC(C)O1 (stereo unspecified)	/	3.2%
O=C(NCc1cccnc1)c1ccccc1CCc1ccccc1	10.3	-4.7%
Cc1csc(NC(=O)CS(=O)(=O)c2ccccc2)n1	/	1.0%
O=C(CSc1nc2ccccc2[nH]1)Nc1cccc(S(=O)(=O)N2CCOCC2)c1	/	-3.3%
O=C(Cn1nc(C(F)F)cc1C(F)F)NNC(=S)Nc1ccc([N+](=O)[O-])cc1	/	5.7%
COCCCN1C(=O)c2[nH]nc(-c3ccccc3O)c2C1c1ccc(Cl)cc1 (stereo unspecified)	/	3.3%
Cc1ccc(S(=O)(=O)N2CCC(C(=O)C3C(=O)CC(C)(C)CC3=O)CC2)cc1	/	-2.2%
CC12c3ccccc3C(c3ccccc31)C1C(=O)N(Cc3cccnc3)C(=O)C12 (stereo unspecified)	2.0	0.5%
CCCCC(=O)Nc1ccc(C(=O)NNC(=O)c2ccccc2Br)cc1	?	-1.5%
CC(=O)c1ccc(C(=O)N2CCCC(CCC(=O)N(C)CCc3ccccn3)C2)s1 (stereo unspecified)	9.0	3.9%
CCOC(=O)C1(CCC(C)C)CC(CSc2nc3ccccc3[nH]2)OC1=O (stereo unspecified)	10.4	-10.7%
CCOC(=O)c1cnc(SC)nc1Sc1ccccc1	-14.0	0.0%
Cc1cccc(/N=C/c2c(C)[nH]n(-c3ccccc3)c2=O)n1	/	-4.0%
COc1ccc(/C=C/C(=O)Nc2c(C)nn(C)c2C)cc1COc1ccc(Cl)cc1Br	/	1.3%

3 entries drawn at random from those above:
SMILES	RmlCD inh 1536	GlmU inhibition
CC(=O)c1ccc(C(=O)N2CCCC(CCC(=O)N(C)CCc3ccccn3)C2)s1 (stereo unspecified)	9.0	3.9%
CCOC(=O)C1(CCC(C)C)CC(CSc2nc3ccccc3[nH]2)OC1=O (stereo unspecified)	10.4	-10.7%
CCOC(=O)c1cnc(SC)nc1Sc1ccccc1	-14.0	0.0%

Remaining list, next part:
SMILES	RmlCD inh 1536	GlmU inhibition
O=C(NC1CC2CCCC(C1)N2Cc1ccccc1)C1CCCCC1 (stereo unspecified)	-13.7	-2.4%
Cc1ccc2nc(-c3cccc(Br)c3)cc(C(=O)Nn3cnnc3)c2c1	1.0	-5.6%
Cc1[nH]n(-c2ccccc2)c(=O)c1/C=N/NC(=O)COc1ccccc1[N+](=O)[O-]	-2.2	0.7%
Cc1ccc(-c2nc(-c3cccnc3)sc2CC(=O)Nc2ccc(C)c(Cl)c2)cc1	4.6	-12.4%
O=C(O)CCCn1cc(NC(=O)c2ccco2)cn1	-5.6	-5.5%
O=C(CSc1nnc(-c2ccccc2Br)o1)N1CCc2ccccc2C1	/	-1.6%
Cc1ccc(NC(=O)Cn2cccc2)c(Br)c1	6.7	-0.7%
COc1ccnc(Oc2ccc(F)cc2)c1C(=O)N/C=N/OCc1ccc(F)cc1	/	-8.5%
C[C@H](N)c1nnc(SCc2c(Cl)cccc2Cl)o1	3.9	1.3%
COCC(=O)Oc1c(Sc2ccccc2[N+](=O)[O-])c(C)nn1C(C)(C)C	-4.4	3.2%
COc1cc(/C=C2\C(=O)N(CCC#N)N=C2C)c(Br)cc1OC(C)C	/	2.1%
COc1cc(/C=N/NC(=O)CSc2cc(C)c(Br)cc2C)ccc1O	/	-0.9%
COC(=O)C1C(=O)C2=C(CC1C)NC(C)=C(C(=O)OCc1ccc(OC)cc1)C2c1ccc(C)o1 (stereo unspecified)	3.4	5.7%
CNc1nc(-c2ccc([N+](=O)[O-])cc2)cs1	-11.7	1.4%
CCNC(=S)N1CCN(CCNC2=CC(=O)CC(C)(C)C2)CC1	8.5	2.1%
CCOC(=O)Nc1ccc([N+](=O)[O-])cc1OC	/	0.0%
Cc1ccc(F)cc1NC(=O)c1cnccn1	6.8	1.1%
COc1ccc(-c2csc(NC(=O)c3ccccc3C(=O)O)n2)cc1	-9.1	-6.2%
COc1ccccc1CNC(=O)CCn1c(=O)oc2ccccc21	0.2	3.7%
CCOC(=O)C1CCN(c2c(NC3CCCCCCC3)c(=O)c2=O)CC1	/	7.8%

11 compounds from above, arranged by count of non-hydrogen atoms, rising:
SMILES	RmlCD inh 1536	GlmU inhibition
CNc1nc(-c2ccc([N+](=O)[O-])cc2)cs1	-11.7	1.4%
CCOC(=O)Nc1ccc([N+](=O)[O-])cc1OC	/	0.0%
C[C@H](N)c1nnc(SCc2c(Cl)cccc2Cl)o1	3.9	1.3%
O=C(O)CCCn1cc(NC(=O)c2ccco2)cn1	-5.6	-5.5%
CCNC(=S)N1CCN(CCNC2=CC(=O)CC(C)(C)C2)CC1	8.5	2.1%
COc1ccccc1CNC(=O)CCn1c(=O)oc2ccccc21	0.2	3.7%
COc1ccc(-c2csc(NC(=O)c3ccccc3C(=O)O)n2)cc1	-9.1	-6.2%
COCC(=O)Oc1c(Sc2ccccc2[N+](=O)[O-])c(C)nn1C(C)(C)C	-4.4	3.2%
Cc1[nH]n(-c2ccccc2)c(=O)c1/C=N/NC(=O)COc1ccccc1[N+](=O)[O-]	-2.2	0.7%
Cc1ccc(-c2nc(-c3cccnc3)sc2CC(=O)Nc2ccc(C)c(Cl)c2)cc1	4.6	-12.4%
COC(=O)C1C(=O)C2=C(CC1C)NC(C)=C(C(=O)OCc1ccc(OC)cc1)C2c1ccc(C)o1 (stereo unspecified)	3.4	5.7%

The results go on:
SMILES	RmlCD inh 1536	GlmU inhibition
c1csc(-c2nc3c4ccccc4c4ccccc4c3[nH]2)c1	/	-1.1%
CCCn1c(SCC(=O)NC2CCCC2)nnc1-c1ccccn1	-7.6	5.3%
O=c1cc(C(F)(F)F)nc(-n2[nH]c3c(c2=O)CCCC3)[nH]1	/	1.0%
Cc1ccccc1OCCNc1cc(N2CC(C)NC(C)C2)ccc1[N+](=O)[O-] (stereo unspecified)	-7.8	-2.4%
CCCCn1c(-c2ccoc2C)n[nH]c1=S	/	3.0%
CCOCCCNCc1ccc(OCc2ccc(F)cc2)c(OC)c1	7.7	0.6%
C=CCc1cc(C(=O)N2CCCCC2)ccc1O	11.0	0.6%
COc1ccc(C(=O)ON=C2CCN(C)CC2)cc1	9.7	-4.8%
CCOC(=O)N1CCN(C(=O)c2sc3nc(-c4ccc(F)cc4)cn3c2C)CC1	/	7.5%
COC(=O)c1c(-c2c(Cl)cccc2Cl)noc1C(=O)NNC(=O)N(C)C	3.4	-9.6%
Cc1ccc(S(=O)(=O)NC(=O)NCCc2ccccc2)cc1	/	-6.7%
Cc1[nH]n(-c2ccccc2)c(=O)c1C=Nc1ccc(S(N)(=O)=O)cc1	-12.0	1.5%

High-throughput results from PubChem BioAssay.
